# From PubChem
# PME-1 inh: blocks human protein phosphatase methylesterase 1. AID 2130. Q9Y570. 0.53% of 320,000 active. recombinant PME-1, FP-Rh probe fluorescence polarization. inhibition, % at 5.9 µM;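 active = inhibition above the campaign mean of all compounds plus 3 SD, cut at about 26% in these data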;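 note: competitive labeling of PME-1 active site by serine hydrolase directed probe; 0% = PME-1 with DMSO and 100% = wells lacking PME-1 enzyme; inhibitors block probe labeling so polarization falls and inhibition rises; many of its hits are not listed in these tables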
# PAFAH1B3 inh: blocks human PAF acetylhydrolase 1B catalytic subunit 3; Q15102; recombinant PAFAH1B3, FP-rhodamine probe, fluorescence polarization; inhibition, % at 3.39 µM; 0.28% of 340,000 active; AID 492972;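 active = inhibition above the screen-wide average of all tested compounds plus 3 SD, cut at about 25% in these data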;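 note: 0% = enzyme with DMSO only and 100% = wells lacking PAFAH1B3 protein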
# Target sequence (Q15102 whole entry, looked up): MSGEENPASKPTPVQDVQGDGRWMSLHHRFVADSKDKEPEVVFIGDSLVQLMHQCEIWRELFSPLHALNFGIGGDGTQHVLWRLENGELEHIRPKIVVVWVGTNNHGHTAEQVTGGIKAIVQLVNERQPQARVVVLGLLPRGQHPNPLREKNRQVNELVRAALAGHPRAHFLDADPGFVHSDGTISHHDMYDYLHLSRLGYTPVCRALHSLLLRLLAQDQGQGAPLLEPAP
# LYPLA1 inh: counter-screen for PME1 inhibitors: inhibitors of human LYPLA1; 0.16% of 320,000 active; recombinant LYPLA1, FP-Rh probe fluorescence polarization; inhibition, % at 5.9 µM; O75608;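 active = inhibition above the mean of all tested compounds plus 3 SD, set per campaign, cut at about 14% in these data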;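 note: inhibitors block serine hydrolase probe labeling of LYPLA1 so polarization falls; 0% = enzyme with DMSO and 100% = wells lacking LYPLA1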
# PAFAH1B2 inh: blocks human PAF acetylhydrolase 1b catalytic subunit 2 | P68402 | recombinant PAFAH1B2, FP-rhodamine activity probe, fluorescence polarization | inhibition, % at 3.39 µM | 1.2% of 340,000 active;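 active = inhibition above the mean of all tested compounds plus 3 SD, cut at about 24% in these data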;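 note: 0% = enzyme with DMSO and 100% = wells lacking PAFAH1B2; many of its hits are not listed in these tables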
# Target sequence (P68402 whole entry, looked up): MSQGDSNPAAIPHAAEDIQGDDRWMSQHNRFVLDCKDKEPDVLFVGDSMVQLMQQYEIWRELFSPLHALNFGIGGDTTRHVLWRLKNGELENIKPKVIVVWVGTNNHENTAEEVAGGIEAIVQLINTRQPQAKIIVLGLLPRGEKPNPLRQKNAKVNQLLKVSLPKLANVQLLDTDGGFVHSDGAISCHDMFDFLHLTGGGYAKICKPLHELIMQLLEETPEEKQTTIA
# GSTO1 inh: counter-screen for RBBP9 inhibitors: inhibitors of human GSTO1. P78417. recombinant GSTO1, activity-based probe fluorescence polarization. inhibition, % at 5.96 µM. 1.1% of 300,000 active;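 active = inhibition above the campaign mean inhibition plus 3 SD, cut at about 35% in these data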;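 note: 0% = GSTO1-1 with DMSO and 100% = wells lacking GSTO1-1 enzyme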
# PAFAH2 FP inh: PAFAH2 (human) inhibition. recombinant PAFAH2, FP-rhodamine activity probe, fluorescence polarization. 0.99% of 340,000 active. AID 492956. inhibition, % at 3.39 µM. Q99487;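 active = inhibition above the mean over all tested compounds plus 3 SD, cut at about 30% in these data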;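 note: inhibitors block probe labeling of enzyme so polarization drops; 0% = enzyme with DMSO and 100% = wells lacking PAFAH2 protein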
# PAD4 inh: PAD4 (human) enzyme inhibition. 0.41% of 330,000 active. Q9UM07. inhibition, % at 6.36 µM. recombinant PAD4, RCA probe fluorescence polarization;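 active = percent inhibition above a cutoff equal to the mean of all tested compounds plus 3 SD, cut at about 15% in these data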;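 note: 0% = PAD4 with RCA probe and DMSO and 100% = probe without PAD4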
# pPAFAH FP inh: pPAFAH (human) enzyme inhibition | Q13093 | recombinant pPAFAH, FP-rhodamine probe fluorescence polarization | inhibition, % at 3.39 µM | 1.5% of 330,000 active;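 active = inhibition above the mean inhibition across the screen plus 3 SD, cut at about 25% in these data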;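 note: inhibitors block binding of the rhodamine activity-based probe so polarization drops; 0% = enzyme with DMSO and 100% = wells lacking pPAFAH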
# Target sequence (Q13093 whole entry, looked up): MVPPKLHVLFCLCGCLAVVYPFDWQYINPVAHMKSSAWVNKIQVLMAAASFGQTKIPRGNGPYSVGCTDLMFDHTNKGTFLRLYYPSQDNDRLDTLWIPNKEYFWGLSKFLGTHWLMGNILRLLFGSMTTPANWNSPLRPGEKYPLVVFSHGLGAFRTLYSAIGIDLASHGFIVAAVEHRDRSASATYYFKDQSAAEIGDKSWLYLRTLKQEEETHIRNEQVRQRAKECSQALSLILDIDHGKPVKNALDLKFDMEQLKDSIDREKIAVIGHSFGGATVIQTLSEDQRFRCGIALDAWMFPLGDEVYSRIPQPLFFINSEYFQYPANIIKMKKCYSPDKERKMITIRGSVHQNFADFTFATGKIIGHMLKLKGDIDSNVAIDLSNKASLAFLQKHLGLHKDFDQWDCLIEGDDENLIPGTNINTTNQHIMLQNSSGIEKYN
# Fam108B inh: blocks mouse Fam108B hydrolase in RBBP9 counter-screen. 0.33% of 300,000 active. inhibition, % at 9.51 µM. recombinant Fam108B, FP-Rh probe fluorescence polarization. AID 1947;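 active = inhibition above the screen mean inhibition plus 3 SD, computed separately per campaign, cut at about 18% in these data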;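 note: inhibitors lower polarization as less probe binds the enzyme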
# * marks the source's active call; other numbers are inactive results; nt = not tested or not shown. The list is partial; the hit share may differ from the screen's.
SMILES,PME-1 inh,PAFAH1B3 inh,LYPLA1 inh,PAFAH1B2 inh,GSTO1 inh,PAFAH2 FP inh,PAD4 inh,pPAFAH FP inh,Fam108B inh
COc1ccc(N2CC(C)Cn3c2nc2c3c(=O)n(CCN3CCOCC3)c(=O)n2C)cc1 (centres undefined),0,9,0,-3,1,3,-2,6,0
O=C(NCC(=O)N1CCN(c2ncccn2)CC1)c1ccccc1F,nt,1,nt,5,nt,-1,0,-2,nt
CCOC(=O)c1ccc(N=C2SC(C(=O)NC)CC(=O)N2Cc2ccc(F)cc2)cc1 (centres undefined),0,18,1,2,4,-5,-8,-3,-6
CN(C(=O)Cn1nc(C(=O)O)c2ccccc2c1=O)C1CCCCC1,nt,5,nt,-1,nt,4,2,-1,nt
COc1ccc(C(=O)NNC(=O)CSc2nnc(-c3cccnc3)o2)cc1,4,9,2,4,-1,2,-6,-1,-3
CC1=C(C(=O)OCc2ccccc2)C(c2cccs2)NC(=O)N1CCCC(=O)O (centres undefined),-2,-3,-1,-2,4,6,-5,5,-3
COc1ccc(NC(=O)COc2ccc(Br)cc2)c(OC)c1,-54,3,-1,4,4,-4,1,1,-1
CCOc1cc2c(cc1OCC)C(C(=O)O)C(c1ccc(OC)c(O)c1)N(C)C2=O (centres undefined),3,-2,-3,1,-2,4,-2,-1,1
COc1ccc2c(c1)sc(=N)n2C,2,8,1,4,4,5,-4,-1,-3
FC(F)(F)c1ccc(NC(=S)NC2CCCCC2)cc1,-3,-1,-2,-5,-3,-6,2,2,-1
NC(=O)N/N=C/C=C/c1ccc(F)cc1,3,8,-3,-2,3,-6,-3,-3,0
COc1ccc(CNC(=O)c2cc(=O)c3ccccc3o2)cc1,-5,9,-1,-4,3,3,-4,2,0
CCN(CC)CCOCCOC(=O)C1(c2ccccc2)CCCC1,5,2,2,1,4,6,0,1,5
CCOC(=O)[C@H]1[C@H]2COc3ccc(C)cc3[C@@H]2N2C(=O)c3cc(F)c(F)cc3NC(=O)[C@@]12C,4,-5,-6,-2,-4,1,-5,0,3
COc1ccc(N(CC(=O)N2CCc3ccccc3C2)S(C)(=O)=O)cc1Cl,3,12,-2,4,-2,-1,-2,4,1
O=C(CSc1nnc(Cc2cccs2)n1C1CCCCC1)N1CCN(C(=O)c2ccco2)CC1,0,0,-2,-2,-5,-1,-1,0,-2
CCOC(=O)C1=C(CC)OC(N)=C(C#N)C1c1ccc(NC(C)=O)cc1 (centres undefined),0,6,-4,-1,2,-6,-4,3,3
N#Cc1ccc(CN2CCN(C(=O)Cn3nc(C(N)=O)c4ccccc4c3=O)CC2)cc1,-1,8,0,-1,0,-10,8,-1,-2
CSc1cccc(NC(=S)N2CCC(N(C)C3CCCCC3)CC2)c1,-1,7,-3,-2,6,-1,-2,2,3
Nc1c(C(=O)c2ccccc2)oc2ccccc12,8,10,3,3,-4,3,0,14,0
Nc1nc2nc(-c3ccc(OCc4ccccc4)cc3)cc(C(F)(F)F)n2n1,-3,4,-1,-3,5,-7,2,1,5
O=C(O)c1ccccc1NS(=O)(=O)c1cccc(-n2sc3ccccc3c2=O)c1,0,12,-1,14,-95,20,43*,16,7
CCn1cc(-c2n[nH]c(=S)n2-c2ccc(C)cc2Br)c(=O)c2ccc(C)nc21,-4,6,-2,3,1,3,3,4,3
C=CCNC(=O)c1oc2ccc(S(=O)(=O)N(CC)CC)cc2c1C,4,13,1,5,-13,-6,0,5,1
CCN(CC)C(=O)C1CCN(S(=O)(=O)c2ccc3c(c2)CCCN3C(=O)C2CCC2)CC1,-1,9,1,2,-4,8,3,6,-2
C=C1CCN([C@@H](Cc2ccccc2)C(=O)O)S(=O)(=O)c2ccccc21,1,-1,-1,8,1,-5,0,5,-4
O=C(NCCc1ccccc1Cl)C1CCC(=O)N(CCCc2ccccc2)C1 (centres undefined),3,3,1,8,6,19,1,8,5
COC(=O)Cn1cc(/C=C/[N+](=O)[O-])c2ccccc21,-1,11,0,5,5,-5,0,11,-1
CCN1/C(=c2/s/c(=C3/C(=O)N(c4ccccc4)N=C3C)n(CC)c2=O)C=Cc2ccccc21,-1,3,4,4,-1,9,-5,-2,-1
CCOCCn1c(SCc2ccccc2)nc2c1c(=O)[nH]c(=O)n2C,-2,-4,5,1,0,2,-4,-1,5
Cc1nnc(SCC(=O)N2N=C(c3ccc(Cl)cc3)CC2c2ccco2)[nH]c1=O (centres undefined),0,9,-4,-3,1,2,-6,17,-1
Cc1cnc(NC(=O)c2ccc(-c3ccc([N+](=O)[O-])cc3)o2)s1,-14,-3,-10,3,nt,5,0,-8,nt
COc1ccc(CC(=O)N2CCN(c3ccccn3)CC2)cc1OC,-5,8,1,5,1,0,-1,-1,-2
Cc1[nH]nc(SCC(=O)Nc2cccc(O)c2)c1[N+](=O)[O-],-1,9,-1,4,1,1,2,2,3
COc1cc(S(=O)(=O)NC2CCCC2)c(OC)cc1C,5,1,0,3,3,2,-8,-8,5
COCCCN1C(=O)c2ccc(C(=O)NCc3ccccn3)cc2C1=O,-6,6,-1,4,-3,-3,4,2,1
COc1cc(S(=O)(=O)NC2CCCCC2)ccc1F,2,4,1,4,8,-6,4,2,3
CC(=O)Nc1ccccc1OCC(=O)NC(C)c1ccc(F)cc1 (centres undefined),-7,-3,-3,11,-1,-2,-1,0,-1
O=C(NNC1CC(=O)N(c2ccc(Cl)cc2)C1=O)c1ccco1 (centres undefined),7,5,-2,7,-1,2,-4,3,1
COc1cc(CN(C)Cc2cccc3ccccc23)cc([N+](=O)[O-])c1O,-4,7,3,6,1,10,3,6,3

# Just PME-1 inh and GSTO1 inh, for some of the entries so far:
canonical_smiles	PME-1 inh	GSTO1 inh
Cc1[nH]nc(SCC(=O)Nc2cccc(O)c2)c1[N+](=O)[O-]	-1	1
COc1cc(CN(C)Cc2cccc3ccccc23)cc([N+](=O)[O-])c1O	-4	1

# (continued)
SMILES,PME-1 inh,PAFAH1B3 inh,LYPLA1 inh,PAFAH1B2 inh,GSTO1 inh,PAFAH2 FP inh,PAD4 inh,pPAFAH FP inh,Fam108B inh
Cc1ccc(OCCC(=O)OCC(=O)N2CCN(S(=O)(=O)c3ccc(Cl)cc3)CC2)cc1,9,4,0,28*,-2,-6,-3,16,4
Nn1c(SCc2ccc(F)cc2)nnc1-c1ccccn1,5,nt,-2,nt,5,nt,0,-3,0
CC(C)CNS(=O)(=O)c1cc2c3c(c1)CC(=O)N3CCC2,-1,13,2,4,5,-2,2,8,-2
O=C(NCCCn1ccnc1)c1nc(Cn2cc([N+](=O)[O-])cn2)no1,0,2,5,1,-5,4,0,-2,3
O=C(Cn1c(=O)c2cccn2c2ccccc21)Nc1cc(F)ccc1F,-12,-6,-6,-2,0,-4,-9,2,-5
Cc1cc(C(=O)N2CCCC(N3CCN(c4ccccc4C)CC3)C2)n(C)n1 (centres undefined),-1,13,2,-3,5,-2,1,5,-1
COc1cc(C(=O)OCC(=O)NCc2ccc(F)cc2)cc(NC(=O)c2cccs2)c1OC,-9,8,-4,-3,-5,4,6,-3,4
CC(=O)C(Sc1ccc2nnc(-c3ccc(C)cc3)n2n1)C(C)=O,-3,2,-1,2,5,5,1,12,0
COCCCNC(=O)/C(C#N)=C/c1cc(C)[nH]c1C,3,-2,4,2,7,1,2,3,-1
CC(=O)c1c(C)oc2c1cc(NS(=O)(=O)c1ccc(C(=O)O)cc1)c1ccccc12,-8,-4,-3,-2,-3,9,-9,15,-1
Cc1cc(Cl)ccc1C(=O)C1CCCN(C(=O)c2cnn(C(C)C)c2)C1 (centres undefined),-1,5,4,4,7,2,1,2,0
CCCN(CC(=O)Nc1cc(C)on1)CC(=O)Nc1ccccc1C,6,2,0,5,nt,4,0,3,nt
COCc1cc(Sc2ccc(Cl)cc2)nc(-c2ccccc2)n1,-9,12,-2,7,-2,3,-4,2,-1
C/C(=N\OCC(=O)N/N=C/c1ccc(C)cc1O)c1cccs1,-5,14,-3,13,3,8,0,4,1
CC(C)c1ccc(C2CC(=O)c3cnc(NC(=O)c4ccco4)nc3C2)cc1 (centres undefined),17,2,-5,-2,3,3,4,4,0
CCOC(=O)CN1C(=O)N(CC(=O)OCC)C(c2ccccc2)(c2ccccc2)C1=O,1,7,1,0,5,-6,3,0,-1
CCN1CCCC1CNC(=O)c1cc2c(-c3cccc(OC)c3)nn(C)c2s1 (centres undefined),-2,-5,-7,2,-6,-4,-2,-1,1
COC(=O)c1ccc(/C=N/NC(=O)C(=O)NCc2ccccc2)cc1,-1,12,-1,-2,-5,3,4,-3,0
N#CCCN(C(=O)c1ccco1)c1ccccc1,-2,-3,-1,-1,-1,-10,-2,2,0
Cn1c(=O)oc2cc(S(=O)(=O)Nc3ccccc3F)ccc21,3,7,2,4,13,3,2,-1,6
CS(=O)(=O)c1ccc(Cl)c(NC(=O)CCCSc2ccccc2)c1,-2,6,-2,11,5,-7,-3,9,1
CC(=O)NCC(=O)OC(C(=O)c1ccccc1)c1ccc(Cl)cc1 (centres undefined),4,7,-2,8,3,3,-1,-5,3
CCC(C)c1ccc(S(=O)(=O)N2CCN(c3ccccn3)CC2)cc1 (centres undefined),2,9,-1,-3,1,-3,-4,1,2
Cc1nnc(-c2ccc(N3CCCCCC3)c([N+](=O)[O-])c2)o1,-1,10,-3,6,-4,11,-3,7,0
N#CCCn1c(SCC(=O)c2c[nH]c3ccccc23)nc2ccccc21,-1,-3,-10,-4,-6,-8,-10,-7,-3
O=C(CSc1nnc(-c2ccc(C(F)(F)F)cn2)o1)Nc1ccccc1Cl,5,4,4,6,-5,-1,-2,4,-1
Fc1ccc(-c2nnc(-c3ccc(Cl)cc3Cl)o2)cc1,-2,2,-2,1,1,-3,-4,-3,-2
Cc1cccc(S(=O)(=O)Nc2nc3ccccc3nc2OC(C)C)c1,3,-1,3,3,1,-1,-1,7,-1
O=C(COC(=O)COc1ccccc1)NC12CC3CC(CC(C3)C1)C2,6,-2,2,25*,nt,2,-4,13,nt
c1ccc(Sc2ccccc2CN2CCCC2)cc1,-2,nt,0,nt,7,nt,-2,0,3
Cc1cc(C)c(S(=O)(=O)N(C)Cc2cnn(C)c2)c(C)c1,-2,5,1,-1,4,1,0,3,-4
COC(CNC(=O)c1ccc(CS(=O)(=O)c2ccc(Br)cc2)o1)OC,-2,7,2,6,8,1,1,-3,-3
Nc1c(C(=O)NCc2ccccc2)nnn1Cc1ccc(F)cc1,7,6,2,7,4,-5,-3,-1,-3
CCOc1cc(C(=O)Nc2cccc(C(C)=O)c2)ccc1OCC(=O)N1CCCCC1,-5,7,-4,6,9,2,3,1,4
Clc1ccc2nc(N3CCNCC3)nc(-c3ccccc3)c2c1,-1,-1,-3,2,2,-3,0,4,6
CCOc1ccc(C(=O)Nc2nnc(SCC(=O)NCC3CCCO3)s2)cc1OCC (centres undefined),2,4,-4,6,2,8,-1,3,3
Cc1ccccc1C(=O)c1cccn1CC(=O)N1CCCCC1,1,0,2,0,-2,2,1,-2,0
O=C(NC(=S)Nc1nc(-c2ccc(Br)cc2)cs1)c1cccnc1,-4,10,-4,4,-7,-6,4,0,-1
Cc1nn(CC(=O)NCC2CCCO2)c(=O)c2cc3ccccc3n12 (centres undefined),2,0,0,-5,3,1,4,0,-3
Cc1cc(C)c2c(c1)cc(C)c1nnc(SCC(=O)Nc3cc(C)on3)n12,-5,1,3,0,-1,0,0,6,-4
